High-throughput results (PubChem)
RGS4 act: RGS4 potentiators or activators, primary screen, cell-based, HEK293 M3R inducible RGS4, calcium flux; B-score at 10 µM; hit rate 0.92% among 310,000; carbachol calcium flux Fluo4; stronger effect = lower value;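 active = B-score of the integrated calcium signal more than 4 SD below the library mean, with starting fluorescence not abnormally high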;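 note: negative B-score means reduced calcium response which marks RGS4 activation or potentiation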
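System – HEK293 FlpIn-TREx cells, stable M3R, doxycycline-inducible RGS4 · Reagent – ECmax carbachol challenge · Times – compound preincubation 20 min at room temperature before agonist · Technique – Fluo4 fluorescence kinetic imaging of calcium · Measure – B score of integrated Fluo4 ratio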
MrgX1 PAM: positive allosteric modulators of MrgX1, primary screen, HEK293 cells, Fluo-4 calcium flux; Mas-related G-protein coupled receptor member X1 (Homo sapiens), Q96LB2; FDSS; stronger effect = higher value; B-score at 10 µM; hit rate 0.63% among 310,000;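 active = plate-corrected calcium response at least 3 library SD above typical, normal starting fluorescence, not activating the receptor alone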;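 note: compound read alongside a low EC10 to EC30 dose of BAM8-22 agonist; peak minus trough fluorescence over baseline measured at the second addition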
Target sequence (Q96LB2 whole entry, looked up): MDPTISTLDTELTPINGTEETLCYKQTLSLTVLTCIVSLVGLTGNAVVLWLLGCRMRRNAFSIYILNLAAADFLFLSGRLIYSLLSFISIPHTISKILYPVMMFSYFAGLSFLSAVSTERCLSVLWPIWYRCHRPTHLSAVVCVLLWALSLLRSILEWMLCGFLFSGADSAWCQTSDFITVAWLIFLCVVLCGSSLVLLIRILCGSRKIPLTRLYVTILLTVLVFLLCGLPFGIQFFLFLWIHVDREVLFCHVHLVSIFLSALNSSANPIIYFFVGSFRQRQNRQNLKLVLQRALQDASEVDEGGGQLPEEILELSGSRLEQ
KCNQ1 block: inhibitors of human KCNQ1 channel, primary screen, cell-based, thallium flux, high-throughput; B-score at 10 µM; AID 2642, 2010; hit rate 1.3% among 310,000; CHO-K1 KCNQ1, FluxOR thallium flux fluorescence; stronger effect = higher value;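 active = compounds whose thallium flux B-score, printed positive for inhibition, exceeds three library SD while starting fluorescence stays within three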;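 note: channel opened by potassium depolarization with thallium stimulus after 20 min compound exposure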
MrgX1 ag: agonists of human MrgX1 receptor, primary screen, HEK293 cells, Fluo-4 calcium flux. Mas-related G-protein coupled receptor member X1 (Homo sapiens), Q96LB2. Fluo-4 calcium fluorescence, agonist mode; stronger effect = higher value. B-score at 10 µM. hit rate 0.44% among 310,000. AID 588627, 2011;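 active = calcium response B-score plate-corrected fluorescence ratio at least 3 library SD, with starting fluorescence B-score inside 5 SD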
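Test system: HEK293 cells stably expressing human MrgX1 receptor; Input: fifteen thousand cells per well; Dosing: compound delivered in addition one of three; Schedule: overnight seeding, then 1 h dark dye loading; Technique: Fluo-4 NW calcium fluorescence; Measure: B-scored fluorescence response ratio; Controls: positive and negative controls per plate.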
TMEM16A inh: TMEM16A chloride channel inhibitors, primary screen, cell-based, HTS; AID 588511, 2011; normalized B-score (activity score, 25-100; higher = stronger inhibition) at 10 µM; hit rate 1.2% among 310,000; HEK293 TMEM16A/YFP iodide influx fluorescence, ionomycin;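 active = ratio plate-corrected score three or more library SD toward inhibition, starting fluorescence score within five deviations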;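 note: score derived from kinetic fluorescence span divided by baseline fluorescence per well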
KCNK3 block: human KCNK3 channel inhibitors, primary screen, CHO cells, FluxOR thallium flux, B-score. Potassium channel subfamily K member 3 (Homo sapiens), O14649. FluxOR fluorescence; stronger effect = lower value. B-score at 10 µM. hit rate 0.84% among 340,000. AID 602410, 2012;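 active = B-score under library mean minus 4 SD, starting fluorescence ratio at most library mean plus 5 SD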;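 note: more negative B-score means stronger inhibition of thallium flux through KCNK3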
KCNK9 inh: KCNK9 potassium channel inhibitors, primary screen, HEK293 cells, thallium flux; Potassium channel subfamily K member 9 (Homo sapiens), Q9NPC2; FluxOR thallium flux fluorescence; stronger effect = lower value; B-score at 10 µM; hit rate 1.2% among 310,000;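 active = ratio B-score over 3 SD below the library mean, with starting fluorescence within 5 SD of its mean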;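 note: negative B-score means less thallium flux so channel inhibition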
Target sequence (Q9NPC2 whole entry, looked up): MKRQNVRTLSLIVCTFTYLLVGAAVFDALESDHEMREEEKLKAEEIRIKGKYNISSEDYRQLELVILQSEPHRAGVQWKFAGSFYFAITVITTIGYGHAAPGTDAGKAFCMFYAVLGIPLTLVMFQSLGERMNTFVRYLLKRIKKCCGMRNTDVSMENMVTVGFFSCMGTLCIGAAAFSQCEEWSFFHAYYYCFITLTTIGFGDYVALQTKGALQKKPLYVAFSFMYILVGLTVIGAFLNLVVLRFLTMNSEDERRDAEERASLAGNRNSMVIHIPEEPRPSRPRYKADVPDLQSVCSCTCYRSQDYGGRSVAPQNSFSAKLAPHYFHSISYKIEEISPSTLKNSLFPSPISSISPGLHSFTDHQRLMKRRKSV
RGS4 inh: RGS4 inhibitors, primary screen, cell-based, HEK293 M3R inducible RGS4, calcium flux. Regulator of G-protein signaling 4 (Homo sapiens), P49798. Fluo-4 calcium flux; stronger effect = higher value; triggered by carbachol at its EC20. B-score at 10 µM. hit rate 0.45% among 310,000;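 active = B-score, a plate-corrected calcium signal, over three deviations above library mean, with baseline fluorescence within five deviations of library mean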;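 note: RGS4 expression induced by doxycycline in cells with stable M3 receptor; B-score is computed from the integrated fluorescence ratio over baseline after carbachol; higher B-score means a larger calcium signal and so more RGS4 inhibition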
Target sequence (P49798 whole entry, looked up): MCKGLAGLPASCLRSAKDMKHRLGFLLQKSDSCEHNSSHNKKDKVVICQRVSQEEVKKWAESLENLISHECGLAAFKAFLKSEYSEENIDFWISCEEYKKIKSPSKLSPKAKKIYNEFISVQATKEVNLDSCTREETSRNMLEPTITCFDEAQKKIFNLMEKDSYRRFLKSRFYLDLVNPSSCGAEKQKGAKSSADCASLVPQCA
ANO1 activ: TMEM16A chloride channel activators or potentiators, primary screen, cell-based, HTS. hit rate 0.3% among 340,000. AID 623877, 2012. B-score at 10 µM. Anoctamin-1 (Mus musculus), Q8BHY3. HEK293 TMEM16A/YFP-H148Q/I152L, iodide quench fluorescence; stronger effect = lower value;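 active = fluorescence-ratio B-score plate-corrected deviation score at least 3 library SD below zero, with starting fluorescence score within 5 deviations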;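 note: channel opened by trigger with iodide after compound preincubation; score built on the fluorescence ratio of max minus min over baseline; more negative score means more quench and so TMEM16A activation or potentiation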
hERG protect: hERG rescue from dofetilide block, primary screen, cell-based, CHO-hERG, FluxOR thallium flux, dofetilide IC70. activation (rescue from dofetilide block), less the hit threshold, % at 10 µM. Voltage-gated inwardly rectifying potassium channel KCNH2 (Homo sapiens), Q12809. hit rate 0.51% among 310,000. dofetilide IC70 present. AID 1511, 2009;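 active = activation above the mean of controls blocked by dofetilide plus 5 SD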;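 note: thallium influx through hERG after potassium depolarization seen as dye fluorescence rise; in these data hits start at about 4.7%; inactives centre near -7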
KCNQ1 pot: potentiators or activators of KCNQ1 channel, primary screen, cell-based, thallium flux, high-throughput; CHO-K1 KCNQ1, thallium flux FluxOR fluorescence; stronger effect = higher value; B-score at 10 µM; hit rate 0.35% among 310,000; AID 2648, 2010;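 active = fluorescence ratio B-score, a plate-corrected score, at least three library SD, with initial intensity B-score within 5 SD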
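Medium – assay buffer, equal DMSO in all wells · Material – CHO-K1 cell line with stable KCNQ1 potassium channel expression · Signal – kinetic FluxOR thallium fluorescence, 10-s 1-Hz baseline, 110-s post-stimulus read · Compound – single concentration per compound, DMSO matched to controls · Schedule – 37 °C overnight plating, 90-min dark dye load, 20-min compound pretreatment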
Starred values were filed as active, the others as inactive; i = inactive; . = no result given. Rows are unselected; about 6.3% have a hit in one of these screens.

SMILES | RGS4 act | MrgX1 PAM | KCNQ1 block | MrgX1 ag | TMEM16A inh | KCNK3 block | KCNK9 inh | RGS4 inh | ANO1 activ | hERG protect | KCNQ1 pot
COc1ccccc1NS(=O)(=O)c1cccc(C(=O)NN)c1 | i | i | i | i | i | i | i | i | i | -6 | i
COc1cc(NC(=O)CSc2nc3ccccc3c(=O)n2C)ccc1NC(=O)c1ccco1 | i | i | i | i | i | i | i | i | i | -11 | i
COc1cccc(C(=O)NNc2c3ccccc3nc3ccccc23)c1 | i | i | i | i | i | i | i | i | i | -9 | i
COC(=O)C1=C(CCc2ccccc2)NC(=O)NC1c1ccc(Br)cc1 (stereo not drawn) | i | i | i | i | i | i | i | i | i | -5 | i
Cn1cc(-c2nnc(-c3ccccc3)o2)c2ccccc21 | i | i | i | i | i | i | i | i | i | -10 | i
Cc1ccc(CNC(=O)Cn2cccc2C(=O)c2ccccc2)cc1 | i | i | i | i | i | i | i | i | i | -4 | i
O=C(CCn1c(=O)[nH]c2ccsc2c1=O)N1CCN(c2ccc([N+](=O)[O-])cc2)CC1 | i | i | i | i | i | i | i | i | i | -10 | i
CCOC(=O)c1sc(NC(=O)/C=C/c2c(F)cccc2Cl)nc1C | i | i | i | i | i | i | i | i | i | -7 | i
COc1ccc(-c2cc(C(=O)Nc3sc4c(c3C#N)CCCC4)c3ccccc3n2)cc1OC | i | i | i | i | i | i | i | i | i | -11 | i
CCOC(=O)C1=C(NC(=S)NC(=O)c2ccccc2)c2ccccc2CC1C(C)C (stereo not drawn) | i | i | i | i | i | i | i | i | i | -9 | i
COc1cc2cc(CN(Cc3nnnn3Cc3ccco3)C3CCCCC3)c(=O)[nH]c2cc1OC | i | i | i | i | i | i | i | i | i | -14 | i
Cc1ccc(-c2ccc(=O)n(Cc3c(F)cccc3Cl)n2)cc1 | i | i | i | i | i | i | i | i | i | -6 | i
O=C(COC(=O)c1ccc(S(=O)(=O)N2CCCC2)cc1)NCc1ccc(Cl)cc1 | i | i | i | i | i | i | i | i | i | -8 | i
Cc1nn(CC(=O)NCc2ccccc2F)c(C)c1[N+](=O)[O-] | i | i | i | i | i | i | i | i | i | -7 | i
Cc1occc1C(=O)NC(C)c1ccc2c(c1)OCO2 (stereo not drawn) | i | i | i | i | i | i | i | i | i | -6 | i
Cc1c(NC(=O)c2ccc(Br)o2)cccc1C(=O)O | i | i | i | i | i | i | i | i | i | -9 | i
Cc1cc(C(=O)CSc2nnc3ccccn23)c(C)n1-c1ccccc1 | i | i | i | i | i | i | i | i | i | -7 | i
CCOC(=O)NC(=O)/C(C#N)=N/Nc1ccc(F)cc1 | i | i | i | i | i | i | i | i | i | -11 | i
Cc1ccc(Cl)cc1NC(=O)C1C2CCC(O2)C1C(=O)O (stereo not drawn) | i | i | i | i | i | i | i | i | i | -5 | i
COC(=O)c1ccccc1NC(=O)CCS(=O)(=O)c1ccc(Br)cc1 | i | . | i | . | . | i | i | i | i | -10 | i
C/C(=N\NC(=O)c1ccn(C)n1)c1ccc(NC(=O)c2cccc(F)c2)cc1 | i | i | i | i | i | i | i | i | i | -9 | i
COc1ccc(-n2c(SCC(=O)Nc3cccc(C(=O)O)c3)nnc2-c2ccco2)cc1 | i | i | i | i | i | i | i | i | i | -5 | i
CCNC(=O)COc1ncnc2scc(-c3ccc(F)cc3)c12 | i | i | i | i | i | i | i | i | i | -3 | i
Nc1cc(-c2ccc(Cl)cc2)nn1-c1ccccc1 | i | i | i | i | i | i | i | i | i | -8 | i
COc1ccc(CCN2C(=O)NC(NS(=O)(=O)c3ccc(NC(C)=O)cc3)(C(F)(F)F)C2=O)cc1OC (stereo not drawn) | i | i | i | i | i | i | i | i | i | -8 | i
Cc1cc(C)n(-c2nc3c(c(=O)[nH]c(=O)n3C)n2C)n1 | i | i | i | i | i | i | i | i | i | -1 | i
COc1ccccc1-n1cnnc1SCC(=O)Nc1ncc(Cl)cc1Cl | i | i | i | i | i | i | i | i | . | -4 | i
Cc1cc(C)c(C)c(S(=O)(=O)Nc2ccccc2C(=O)NCCCN2CCOCC2)c1C | i | i | i | i | i | i | i | i | i | -13 | i
CCOC(=O)C1C(=O)CC(C)(O)C(C(=O)OCC)C1c1cccc(OC)c1 (stereo not drawn) | i | i | i | i | i | i | i | i | i | 0 | i
CCOc1cc(CNc2ccccc2)cc(Br)c1OCc1ccccc1F | i | i | i | i | i | i | -7.6* | i | i | -6 | i
CCOc1ncccc1C(=O)NCCc1ccc(OC)cc1 | i | i | i | i | i | i | i | i | i | -7 | i
Cc1c2c(nc3c(C(=O)NC4CCCCC4C)cnn13)CCCC2 (stereo not drawn) | i | i | i | i | i | . | i | i | . | -18 | i
CC1CCN(C(=O)c2ccc(N3C(=O)c4ccccc4C3=O)cc2)CC1 | i | i | i | i | i | i | i | i | i | -2 | i
CCC1CCCCN1C(=O)CSc1nnc(-c2ccc(Cl)cc2)o1 (stereo not drawn) | i | i | i | i | i | i | i | i | i | -9 | i
CCOC(=O)/C=C/C(=O)OCC(=O)N1CCN(C(=O)c2ccco2)CC1 | i | i | i | i | i | i | i | 5.7* | i | -6 | i
CCCCC(=O)NNC(=S)NCc1ccccc1 | i | i | i | i | i | i | i | i | i | -12 | i
CC(=O)c1cccc(NC(=O)c2cc(C(C)C)on2)c1 | i | i | i | i | i | i | i | i | i | -6 | i
Cn1c(SCC(=O)Nc2ccc(N3CCOCC3)cc2)nnc1-c1ccccc1F | i | i | i | i | i | i | i | i | i | -8 | i
O=C(NC1CC1)c1cccc(Br)c1 | i | i | i | i | i | i | i | i | i | -3 | i
COc1ccc(OC)c(NC(=O)Nc2cccc3ccccc23)c1 | i | i | i | i | i | i | i | i | i | -7 | i
CCC1CN(C(=O)N2CCC(C(=O)NCc3cccc(OC)c3OC)CC2)c2cc(C)ccc2O1 (stereo not drawn) | i | i | i | i | i | i | i | i | i | -16 | i
CC(C)(O)c1nnn(-c2ccccc2)c1C(F)(F)F | i | i | i | i | i | i | i | i | i | -6 | i
CCOc1ccccc1Oc1c(C)oc2c(CN3CCN(C)CC3)c(O)ccc2c1=O | . | i | . | i | i | i | . | . | i | . | .
CCOc1cc(C(=S)N2CCOCC2)ccc1OC(=O)c1cccc(C)c1 | i | i | i | i | i | -9.1* | i | i | i | -3 | i
COc1ccc(C(=O)Nc2ccccc2C(=O)N(Cc2ccco2)C(C(N)=O)C(C)C)cc1 (stereo not drawn) | i | i | i | i | i | i | i | i | i | -8 | i
O=S(=O)(Nc1ncccn1)c1ccc(NC(=S)NCCc2ccc(Cl)cc2)cc1 | i | i | i | i | i | i | i | i | i | -4 | i
CCCCC(NC(C)=O)c1nc2ccccc2n1CCC (stereo not drawn) | i | i | i | i | i | i | i | i | i | -11 | i
COc1cccc(NC(=O)Nc2nc(-c3ccc(OC)c(OC)c3)cs2)c1 | -8.1* | i | i | i | 25* | i | i | i | i | -35 | i
N#CNC(=Nc1ccccc1F)SCc1ccc(C(=O)O)cc1 | i | i | i | i | i | i | i | i | i | -11 | i
O=[N+]([O-])c1ccccc1-c1ccc(C(=S)N2CCCC2)o1 | i | i | i | i | i | i | i | i | i | 1 | i
CSc1nc(Cl)cc(Nc2ccccc2N)n1 | i | i | i | i | i | i | i | i | i | -13 | i
Cc1ccc(OCc2nnc(N)s2)cc1 | i | i | i | i | i | i | i | i | i | -12 | i
Cc1onc(-c2ccccc2)c1C(=O)N/N=C/c1ccccc1OC(C)C | i | i | i | i | i | i | i | i | i | -11 | i
Cc1cc(C)nc(NC(=O)c2c(-c3c(Cl)cccc3Cl)noc2C)n1 | i | i | i | i | i | i | i | i | i | -7 | i
COc1ccc(N=c2oc3ccc(OC)cc3cc2-c2nc3ccccc3[nH]2)cc1 | i | i | i | i | i | i | i | i | i | -9 | i
O=S(=O)(Nc1cccc(-n2cnnn2)c1)c1cnc(Cl)c(Cl)c1 | i | i | i | i | i | i | i | i | i | -10 | i
O=S(=O)(Cc1ccc(Cl)cc1)N1CCCC1 | i | i | i | i | i | i | i | i | i | 1 | i
COc1cc2cc(C(N)=O)c(N)nc2cc1OC | i | i | i | i | i | i | i | i | i | -4 | i
S=c1[nH]nc(-c2ccccn2)n1/N=C/c1ccc(-c2ccccc2Cl)o1 | i | i | i | i | i | i | i | i | i | -8 | i
CCc1noc(C)c1C(=O)N1CCCC(N2CCN(c3ccc(F)cc3)CC2)C1 (stereo not drawn) | i | i | i | i | i | i | i | i | i | -2 | i

Further records.
SMILES | RGS4 act | MrgX1 PAM | KCNQ1 block | MrgX1 ag | TMEM16A inh | KCNK3 block | KCNK9 inh | RGS4 inh | ANO1 activ | hERG protect | KCNQ1 pot
CSCc1ccc(C(=O)Nc2ccc(C(N)=O)cc2)cc1 | i | i | i | i | i | i | i | i | i | -2 | i
Cc1nc(NCc2ccco2)c2oc3ccccc3c2n1 | i | i | i | i | i | i | i | i | i | -6 | i
COc1ccc(-c2ccc(F)cc2)cc1[C@H]1[C@H]2C=CC[C@@H](C)[C@@H]2C(=O)N1Cc1ccccc1 | i | i | i | i | i | i | i | i | i | -7 | i
O=C(CSc1ccc2nnc(-c3ccccn3)n2n1)Nc1ccccc1 | i | i | i | i | i | i | i | i | i | -10 | i
CCCCn1c2ccccc2c2nnc(SCC(=O)NC3=NN=C(c4ccccc4)CS3)nc21 | i | i | i | i | i | . | i | i | . | -15 | i
